S2 tox: reduces viability in counter-screen for ATXN expression inhibitors. Potency, µM (top dose mostly 56.7 µM), actives largely listed as cytotoxic. AID 651635. S2 cells (HEK-293 line with an ATXN2-luciferase reporter) viability, CellTiter-Fluor protease fluorescence, 24 h. 0.49% of 400,000 active; note: potency is the fitted concentration of half-maximal effect; nearly all actives have a fitted effect of over 40% in size
EPAC2 ag: activates human EPAC2 exchange factor | Q8WZA2 | EPAC2 activation, biochemical qHTS; response scale: 100% = 6.5 mM cAMP response | Potency, µM (highest dose often 154 µM), inactives show at the highest dose activation, actives largely listed as activators | 0.079% of 360,000 active; note: potency is the fitted concentration of half-maximal effect; nearly all actives have a fitted effect of over 50% in size
Target sequence (Q8WZA2 whole entry, looked up): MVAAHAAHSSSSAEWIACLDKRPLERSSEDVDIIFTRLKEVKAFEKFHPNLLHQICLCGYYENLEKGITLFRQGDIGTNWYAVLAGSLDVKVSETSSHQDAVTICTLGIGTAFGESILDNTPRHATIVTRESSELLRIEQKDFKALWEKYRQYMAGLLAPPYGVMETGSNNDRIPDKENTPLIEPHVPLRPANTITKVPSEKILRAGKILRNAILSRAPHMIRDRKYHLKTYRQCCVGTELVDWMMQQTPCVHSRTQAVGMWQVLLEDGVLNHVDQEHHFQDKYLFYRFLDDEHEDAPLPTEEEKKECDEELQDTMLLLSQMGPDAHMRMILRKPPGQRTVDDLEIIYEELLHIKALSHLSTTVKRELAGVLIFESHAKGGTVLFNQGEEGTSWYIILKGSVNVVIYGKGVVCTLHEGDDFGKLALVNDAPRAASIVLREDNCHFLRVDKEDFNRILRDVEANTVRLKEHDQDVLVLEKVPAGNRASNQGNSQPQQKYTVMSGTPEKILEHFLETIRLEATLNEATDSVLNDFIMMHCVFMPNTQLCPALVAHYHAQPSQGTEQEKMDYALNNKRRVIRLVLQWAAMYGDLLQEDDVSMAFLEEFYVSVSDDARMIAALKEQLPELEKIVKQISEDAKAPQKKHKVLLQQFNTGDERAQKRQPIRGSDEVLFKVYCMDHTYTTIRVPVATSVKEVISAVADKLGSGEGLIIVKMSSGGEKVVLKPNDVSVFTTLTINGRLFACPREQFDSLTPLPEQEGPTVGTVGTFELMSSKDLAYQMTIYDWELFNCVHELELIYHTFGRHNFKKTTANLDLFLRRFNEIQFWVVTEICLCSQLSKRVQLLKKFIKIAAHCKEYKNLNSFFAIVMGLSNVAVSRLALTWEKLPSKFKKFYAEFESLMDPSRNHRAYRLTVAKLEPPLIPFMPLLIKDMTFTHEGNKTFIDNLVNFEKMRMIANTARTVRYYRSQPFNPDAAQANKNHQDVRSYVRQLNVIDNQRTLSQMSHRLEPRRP
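Each well held 100 nM EPAC2, 250 nM RAP1B-BODIPY-GDP and 50 uM GDP. Fluorescence, read at 5-min intervals to 30 min, was referenced to a 6.5 mM cAMP positive control.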
TGFb SMAD3 inh: TGF-b pathway inhibition; HepG2 CAGA-GFP TGF-b/SMAD3 reporter, GFP fluorescence, 18 h; TGF-beta stimulated, 500 pg/mL final; Potency, µM (doses to about 46.1 µM), for inactives: at the top dose activity, negative = inhibition, hits mostly inhibitors; 1.2% of 410,000 active; note: potency is the fitted concentration of half-maximal effect; % is set by controls: 0 for no effect and ±100 for the full control effect; nearly all actives have a fitted effect of over 65% in size
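GFP signal (ex488/em500-530) from TGF-beta-stimulated HEPG2 CAGA-GFP cells, 500 pg/mL final, 18 h at 37 degrees C in DMEM plus 1% FBS, normalized to unstimulated and DMSO-stimulated controls.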
IL2 activator: IL-2 activation | IL-2 activation reporter assay, cell-based qHTS; stimulated with anti-CD3/CD4/CD28 beads; in transgenic mouse T cells | activation, % (series mostly up to about 46 µM) | 0.065% of 360,000 active | AID 652025; in the data active = activation above about 50%; inconclusive = mostly about 30% to 49%; note: 0% is about no effect
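Unstimulated transgenic mouse T cells; 60-min compound exposure; bead-based TCR/CD4/CD28 stimulation; 18 h culture, 37 degrees C; dual fluorescence (EGFP, DsRed) plate cytometry.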
ATXN2 expr inh: inhibitors of ATXN2 expression. HEK-293 ATXN2-luciferase reporter, luminescence, 24 h. Potency, µM (series often up to 57 µM), for inactives: top-dose activity change, negative = inhibition, usual class: inhibitors. 0.72% of 360,000 active; note: potency is the fitted concentration of half-maximal effect; % is set by controls: 0 for no effect and ±100 for the full control effect; nearly all actives have a fitted effect of over 55% in size
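qHTS (up to 57 uM final) was run with 24 h compound exposure of reporter cells at 37 °C. Each well was multiplexed: SteadyGlo luminescence measured ATXN2-luciferase expression after a fluorogenic Gly-Phe-AFC viability readout (25 uM final).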
HepG2 viability: kills HepG2 cells in TGF-b inhibitor counter-screen; 0.76% of 410,000 active; HepG2 CAGA-GFP viability, ATP luminescence, 18 h; AID 588856; Potency, µM (series often up to 46.1 µM), for inactives: at the top dose activity change, negative = cytotoxicity, usual class: cytotoxic; note: potency is the fitted concentration of half-maximal effect; some results filed as inactive show a strong effect at the top dose
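CellTiter-Glo luminescence gave cytotoxicity after 18 hours at 37 degrees C. The cells were HepG2 CAGA-GFP in 1% FBS DMEM, stimulated with 500 pg/mL TGF-beta after compound addition. %Activity was normalised to no-cell wells (complete cell-killing) and DMSO (no toxicity), and curves were fitted and classified.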
A549 viability: A549 cytotoxicity, counter-screen for Nrf2 inhibitors; A549 ARE-Fluc cells, CellTiter-Fluor viability, 18-24 h; Potency, µM (top dose mostly 46 µM), inactives show at the highest dose activity change, negative = cytotoxicity, most hits filed as inhibitors; 0.16% of 390,000 active; note: potency is the fitted concentration of half-maximal effect; % is set by controls: 0 for no effect and ±100 for the full control effect
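Cytotoxicity counterscreen: CellTiter-Fluor fluorescence was measured in A549 ARE_Fluc cells after 18-24 h of compound exposure in a concentration series. The subsequent BugLite luminescent read reports ARE-luciferase activity.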
Nrf2 ARE act: activates Nrf2 signaling. AREc32 ARE-luciferase reporter (MCF7-derived line), luminescence, 24 h. Potency, µM (titrated, usually from 46.1 µM), for inactives: at the highest dose activation, usual class: activators. 0.31% of 410,000 active. AID 624171; note: potency is the fitted concentration of half-maximal effect; % of control where 0% means no effect; nearly all actives have a fitted effect of over 65% in size
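Luciferase luminescence (Steady-Glo, 30 min at room temperature) served as the read-out of ARE activation in AREc32 cells treated with compounds for 24 hr at 37 deg C.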
Nrf2 block: Nrf2 pathway inhibition. 2.1% of 360,000 active. Potency, µM (titrated, usually from 46 µM), without a hit: top-dose activity change, negative = inhibition, hits mostly inhibitors. A549 ARE-Fluc reporter, luciferase luminescence, 18-24 h. AID 504444; note: potency is the fitted concentration of half-maximal effect; % is set by controls: 0 for no effect and ±100 for the full control effect; nearly all actives have a fitted effect of over 60% in size
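Concentration-response testing used A549 ARE_Fluc cells at 5000 cells/well. Following an 18-24 h compound incubation, viability was read by fluorescence (Ex 405/Em 525) and luciferase output by luminescence.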
* marks the source's active call; other numbers are inactive results; i = inactive; ? = inconclusive; . = not tested or not shown; & = joins results of further samples; [ ] = another dose, or the depositor's remark. Unless noted, calls come from the whole dose curve; as a rule, active = well fitted curve in the direction sought with a large enough effect; inconclusive = small, poorly fitted or top-dose-only effect, or another doubt; inactive = no such curve, though single readings can be large; an effect the other way counts as inactive or inconclusive.

SMILES | S2 tox | EPAC2 ag | TGFb SMAD3 inh | IL2 activator | ATXN2 expr inh | HepG2 viability | A549 viability | Nrf2 ARE act | Nrf2 block
CCOc1cc(N2CCOCC2)c(OCC)cc1NC(=O)c1c(-c2ccccc2)noc1C | i | 6% | -5% | -0.3 | -8% | -13% | 1% | -0.4% | -20%
NC(=O)NC(=O)COC(=O)c1ccc(OC(F)F)cc1 | ? | 0% | 2% | 0.2 | . | 7% | 1% | 0.3% | 3%
Cc1cc(C)c(OCC(=O)OCC(=O)NCCC2=CCCCC2)c(C)c1 | i | 2% | 21% | 3.1 | 3% | -2% | 4% | -0.5% | 1%
CCOc1ccccc1CN1CCN(CCCn2cccn2)CC1CCO (stereo not drawn) | i | -3% | 4% | 0.7 | . | 5% | 11% | -0.7% | 12%
CCCn1c(C(C)Nc2nc(C)cs2)nc2cc(Cl)c(Cl)cc21 (stereo not drawn) | i | 10% | 5% | -3.4 | -11% | 8% | 4% | -0.8% | 13%
Cc1cc(NC(=O)C(C)C)ncc1NC(=O)c1cccc(F)c1 | i | 9% | -9% | -3.0 | 3% | 3% | 15% | -0.4% | 23%
CCOc1ccccc1N1CCN(C(=O)CNC(=O)c2ccc(OC)c(OC)c2)CC1 | ? | -6% | -11% | 0.7 | -3% | 7% | 3% | 1.7% | -2%
O=C(CCCN1C(=O)/C(=C/c2ccc3c(c2)OCO3)SC1=S)Nc1ccc(C(=O)O)cc1 | i | 7% | -9% | 0.6 | ? | -16% | 3% | -1.8% | 10µM*
Cc1ccc(C)c(NC(=O)CN(C)C(=O)c2ccc(S(=O)(=O)N(C)c3ccccc3)cc2)c1 | i | 12% | -18% | 1.4 | -13% | 2% | -3% | -0.8% | 22%
O=C(NN1CCOCC1)c1cc(-c2ccc(Br)s2)nc2ccccc12 | i | 6% | ? | -0.7 | . | -6% | -6% | -0.8% | 5%

Sorted by the number under EPAC2 ag (largest number first): 3 of the compounds above.
| canonical_smiles | EPAC2 ag | IL2 activator | Nrf2 ARE act |
| --- | --- | --- | --- |
| Cc1cc(C)c(OCC(=O)OCC(=O)NCCC2=CCCCC2)c(C)c1 | 2% | 3.1 | -0.5% |
| NC(=O)NC(=O)COC(=O)c1ccc(OC(F)F)cc1 | 0% | 0.2 | 0.3% |
| CCOc1ccccc1N1CCN(C(=O)CNC(=O)c2ccc(OC)c(OC)c2)CC1 | -6% | 0.7 | 1.7% |

Given with each value named: entries from further up.
Cc1cc(NC(=O)C(C)C)ncc1NC(=O)c1cccc(F)c1
  S2 tox = i
  EPAC2 ag = 9%
  TGFb SMAD3 inh = -9%
  IL2 activator = -3.0
  ATXN2 expr inh = 3%
  HepG2 viability = 3%
  A549 viability = 15%
  Nrf2 ARE act = -0.4%
  Nrf2 block = 23%
CCOc1ccccc1N1CCN(C(=O)CNC(=O)c2ccc(OC)c(OC)c2)CC1
  S2 tox = ?
  EPAC2 ag = -6%
  TGFb SMAD3 inh = -11%
  IL2 activator = 0.7
  ATXN2 expr inh = -3%
  HepG2 viability = 7%
  A549 viability = 3%
  Nrf2 ARE act = 1.7%
  Nrf2 block = -2%
O=C(CCCN1C(=O)/C(=C/c2ccc3c(c2)OCO3)SC1=S)Nc1ccc(C(=O)O)cc1
  S2 tox = i
  EPAC2 ag = 7%
  TGFb SMAD3 inh = -9%
  IL2 activator = 0.6
  ATXN2 expr inh = ?
  HepG2 viability = -16%
  A549 viability = 3%
  Nrf2 ARE act = -1.8%
  Nrf2 block = 10µM*

The listing continues:
SMILES | S2 tox | EPAC2 ag | TGFb SMAD3 inh | IL2 activator | ATXN2 expr inh | HepG2 viability | A549 viability | Nrf2 ARE act | Nrf2 block
N#CC1(C#N)C(C(N)=O)C1c1ccccc1 (stereo not drawn) | i | -5% | 14% | 0.6 | -1% | -4% | -2% | 0.1% | -7%
COc1ccccc1Nc1cc(C(=O)NC2CCC(C)CC2)c2ccccc2n1 (stereo not drawn) | i | . | -12% | . | 13% | -22% | ? | -0.9% | -1%
Fc1cccc(Cn2ccc(-c3ccc4c(c3)OCO4)n2)c1 | i | 15% | 24% | 0.1 | 64%[activator] | 0% | 2% | 2.3% | 21%
COc1ccc(C(=O)Oc2ccc(/C=N/O)cc2)cc1 | . | 7% | -4% | 0.5 | . | -36% | -15% | 4.4% | -12%
COc1cn(CC(=O)Nc2ccc(F)cc2)c(CN2CCCCC2)cc1=O | . | . | 4% | . | . | 3% | -2% | 0.6% | .
CC1CCN(c2ccccc2NC(=O)c2ccc([N+](=O)[O-])o2)CC1 | i | -4% | 17% | -0.3 | 2% | 5% | -6% | -0.2% | -34%
Cc1ccnc(NC(=O)c2cc3c(=O)oc4ccc(C)cc4c3s2)c1 | . | -8% | -1% | -0.6 | -28% | 3% | 1% | 2.8% | 8%
COCCCNC(=O)c1cc2c(-c3cccc(OC)c3)nn(C)c2s1 | i | 1% | -15%&9% | -0.3 | 2%&3% | -9%&-28% | -4%&-5% | 12%&15% | -5%&2%
COc1ccccc1-c1nn2c(C3COc4ccccc4O3)nnc2s1 (stereo not drawn) | . | 12% | 2% | -0.7 | . | 7% | -11% | 4.9% | ?
Cc1[nH]c2ccccc2c1C(=O)COC(=O)c1ccc[n+]([O-])c1 | i | 5% | -3% | -0.5 | . | -15% | -4% | 4.0% | 0%
O=C(OCc1nnc(-c2ccccc2)o1)C1CCN(C(=O)c2ccc(Cl)cc2)CC1 | i | 4% | 2% | -0.5 | -10% | -30% | 6% | 0.2% | -4%
Cc1ccc(C)c2[nH]c(=O)c(CCNC(=O)c3ccc(Br)o3)cc12 | i | -3% | -17% | 1.2 | -26% | -10% | -3% | 2.7% | ?
COC(=O)c1ccc2nc(-c3ccc(OC)c(OC)c3)c(Cc3ccsc3)n2c1 | i | 12% | -6% | 0.7 | -4% | -11% | . | 7.6% | .
CCc1nc2ccc(C(=O)NCc3ccc4c(c3)OCO4)cn2c1N(C)CCC(C)C | ? | -1% | ? | -0.6 | ? | -80% | . | -0.1%[9.22 µM] | .
CCc1ccc(C2c3c(oc4ccc(F)cc4c3=O)C(=O)N2c2nc(C)c(C(=O)OC)s2)cc1 (stereo not drawn) | i | . | -2% | . | 12% | 13% | -1% | -0.9% | 17%
CCCn1nnnc1NCc1cccc(Cl)c1 | i | 13% | -2% | -1.3 | 2% | -11% | 0% | -1.1% | -1%
Cc1ccc(-n2ncc3c(=O)n(CC(=O)N4CCN(c5ccccc5)CC4)cnc32)cc1 | i | -8% | -12% | -0.5 | -6% | -34% | -12% | 0.4% | 6%
COc1cccc(NC(=O)/C=C/c2ccc([N+](=O)[O-])cc2)c1 | i | -11% | 2% | 6.7 | 39%[activator] | -12% | -3% | 22% | 4%
COc1cc(/C=N/NC(=O)c2ccc(=O)[nH]n2)ccc1O | ? | 9% | -1% | 0.2 | 5% | 3% | -1% | -0.2%[9.22 µM] | 11%
COC(=O)N/N=C\C=C\c1ccc2c(c1)OCO2 | i | 8% | 7% | 0.0 | 27% | 3% | -12% | -0.5% | ?
Cc1ccc(C)c(NC(=O)c2ccc3ccccc3n2)c1 | i | 1% | 19% | 1.7 | 118%[activator] | 66% | -6% | 6.3% | .
C[C@@H]1CN([C@@H](C)CO)C(=O)c2cc(Br)cnc2O[C@@H]1CN(C)C(=O)Nc1ccc(F)cc1 | i | 5% | -23% | -4.3 | -9% | -32% | . | -0.4% | .
COc1ccc(OC)c(C2N(c3cc(C)on3)C(=O)C3CCCN32)c1 (stereo not drawn) | i | 6% | -3% | -0.3 | -1% | -1% | -14% | -0.6% | 15%
COc1ccc(OC)c(N(CC(=O)Nc2ccccc2F)S(=O)(=O)c2ccccc2)c1 | i | 11% | 11% | -1.9 | -7% | 1% | -2% | -0.8% | -29%
Cc1ccccc1C(=O)NC(=S)NCCN1CCOCC1 | i | 5% | 5% | 0.6 | 1% | 8% | -2% | -0.3% | 6%
COc1ccc(N2CCN(Cc3cc(=O)oc4cc(C)c(Cl)cc34)CC2)cc1 | i | -2% | 4% | -2.2 | -8% | 0% | 0% | -0.7% | -12%
Cc1ccc(C(C)(C)C)cc1S(=O)(=O)Nc1nc2ccccc2nc1Cl | i | -7% | ? | -3.8 | ? | -44% | -2% | -0.7% | -4%
CN1CCc2nc(SCc3ccc(C(C)(C)C)cc3)c(C#N)cc2C1 | i | 2% | -9% | -0.7 | -12% | -40% | ? | 0.2% | ?
CCCc1cc(C(=O)N2CCCC(C(=O)c3cc(C)c(OC)c(C)c3)C2)n(C)n1 (stereo not drawn) | i | 7% | -12% | -4.5 | ? | -10% | 6% | 0.0% | ?
Cn1c(SCC(=O)c2ccccc2)nnc1-c1ccco1 | i | 4% | 6% | 2.9 | 35% | 1% | 1% | 3.0% | 14%
O=C(COc1ccc(Br)cc1)Nc1ccc(CN2CCOCC2)cc1 | i | -2% | ? | -0.7 | -10% | -27% | -9% | -0.5% | 23µM*
Cc1cc(C)n(C(=O)c2c([N+](=O)[O-])c(C)nn2C)n1 | i | -1% | 28% | -1.7 | 1% | -3% | -9% | 0.0% | 23%
Fc1cc(NCc2ccccc2)nc(NCc2ccccc2)n1 | i | 5% | ? | -0.1 | 5% | -27% | 10% | 1.9% | ?
O=C(NC1CCCCC1)c1ccc(CSc2nc3cccnc3n2Cc2ccccc2)cc1 | ? | . | -16% | . | 1% | -44% | 6% | -1.5% | -26%
CC(C)CN(C)C(=O)CCc1nnc(Cc2cccc(C(F)(F)F)c2)o1 | i | -2% | 4% | -0.1 | 52%[activator] | -7% | -6% | 4.7% | ?
COCCCNC(=O)C[C@@H]1C[C@@]2(C(=O)OC)CCCCC=C2N(Cc2ccccc2)C1=O | i | 6% | . | -0.3 | 7% | . | . | 0.0% | .
Cc1cc(O)c(Oc2cc(C)cc(O)c2O)c(O)c1 | ? | 2% | ? | 0.0 | -24% | -6% | -3% | 29% | 12%
COCCCNC(=S)NCCNc1nc2c(C)c(C)ccc2cc1C#N | . | -3% | 5% | -0.3 | 6% | 0% | 2% | -0.2% | 23%

Bioassay records (PubChem BioAssay)
